Diaphorase inh: counter-screen for diaphorase-based assays: diaphorase inhibitors and chemical oxidizers; diaphorase resazurin-to-resorufin fluorescence, NADH, 16 min; bacterial (C. kluyveri) enzyme, not human; inhibition, % at 20 µM; 190,000 compounds, 0.69% hits;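 active = primary screen inhibition at 20 µM above a set limit, cut at about 50% in these data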;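 note: plate controls were DMSO with full reaction for no effect and wells lacking NADH for full effect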
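Assay system – diaphorase enzyme from Clostridium kluyveri · Amount – diaphorase 0.14 U/mL (working solution) · Times – reaction incubation of 16 min at room temperature · Controls – No-NADH positive control and DMSO neutral control · Signal – resorufin fluorescence 544/590 nm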
TLR4-MyD88 BLA: TLR4-MyD88 interaction inhibition in cells | AID 861 | inhibition, % at 8.4 µM | 200,000 compounds, 0.18% hits | HeLa CL3-4 TLR4/MyD88 BLA complementation, FRET ratio; in the data active = inhibition above about 25%;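 note: 0% = vehicle and 100% = reference inhibitor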
RAM inhibit: inhibitors of the yeast RAM network; 190,000 compounds, 1.8% hits; AID 868; S. cerevisiae dse1pr::URA3 reporter, 5-FOA growth OD615, 2 d; analog-sensitive cbk1-as2 kinase mutant strain; inhibition, % at 50 µM;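 active = inhibition above a set limit, 3 SD over mean compound inhibition, cut at about 8.4% in these data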;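 note: 0% = DMSO-only wells with no growth and 100% = 10 µM 1-NA-PP1 full growth; inhibition rescues growth on 5-FOA so higher OD means more RAM inhibition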
Redox H2O2 prof: compounds producing H2O2 with reducing agent – biochemical, NIH compound library profiling, artefact control for MLSCN library redox annotation, primary screen | 200,000 compounds, 0.03% hits | activation, % at 10 µM | DTT-dependent redox cycling H2O2, phenol red/HRP absorbance; 100% = 100 µM peroxide control, 0% = buffer | AID 878;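 active = activation of at least 50% relative to the plate's high and low controls in the primary single-dose screen; inactive = activation below 50%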;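 note: compound incubated with DTT at 0.8 mM final as the reducing agent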
Lmaj promast: inhibitors of Leishmania major promastigote growth. Leishmania major promastigotes, resazurin fluorescence viability. inhibition, % at 10 µM. 200,000 compounds, 9% hits. AID 1063;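 note: promastigotes grown with compound for 44 hours at 28 °C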
G6PDH CS: inhibits Leuconostoc G6PDH, flagging false hits in G6PDH-based assays | Purified L. mesenteroides G6PDH, diaphorase/resazurin coupled fluorescence, 45 min | inhibition, % at 5 µM | 200,000 compounds, 0.12% hits | AID 1020
Diaph act CS: activates diaphorase or chemically reduces, flagging diaphorase assay artifacts; Diaphorase/resazurin coupled assay, resorufin fluorescence, 16 min; stronger effect = higher value; 1 = vehicle wells, 0 = NADH-free wells; activation factor at 20 µM; 190,000 compounds, 0.005% hits;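 active = diaphorase activity raised at least twofold by the compound at 20 µM; inactive = activation factor below 2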
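Material: Purified diaphorase enzyme from Clostridium kluyveri | Buffer or medium: 50 mM HEPES pH 7.4 with 4.542 mM MgCl2, 0.005% Tween 20 | Times: 16 min enzyme reaction, ambient temperature | Signal: Red resorufin fluorescence at 544/590 nm excitation/emission | Measure: Increased resorufin signal from activators or reducing compounds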
PMI act satM6P: increases human PMI activity with near-saturating mannose 6-phosphate. coupled PMI enzyme assay, resazurin fluorescence, 20 min; stronger effect = higher value; 1 = untreated enzyme, 0 = substrate-free blank. P34949. 190,000 compounds, 0.34% hits. activation factor at 20 µM. AID 1216;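 active = activation factor of 2 or more at 20 µM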
Target sequence (P34949 whole entry, looked up): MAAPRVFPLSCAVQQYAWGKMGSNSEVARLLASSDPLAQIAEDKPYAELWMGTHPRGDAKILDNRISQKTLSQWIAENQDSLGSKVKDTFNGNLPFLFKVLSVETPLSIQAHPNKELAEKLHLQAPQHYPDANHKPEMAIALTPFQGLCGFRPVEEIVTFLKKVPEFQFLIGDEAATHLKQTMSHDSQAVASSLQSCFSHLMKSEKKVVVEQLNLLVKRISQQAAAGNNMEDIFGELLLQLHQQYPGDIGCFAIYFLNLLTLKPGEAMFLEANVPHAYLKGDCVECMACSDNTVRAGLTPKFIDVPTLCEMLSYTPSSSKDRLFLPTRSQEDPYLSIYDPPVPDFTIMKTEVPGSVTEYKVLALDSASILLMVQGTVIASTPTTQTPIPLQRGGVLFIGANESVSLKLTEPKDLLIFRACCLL
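Test system – human PMI in coupled enzyme assay · Timing – 20 min incubation at room temperature · Detection – Diaphorase-driven resazurin-to-resorufin fluorescence, excitation 544, emission 590 nm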
PMI activator: phosphomannose isomerase (human) activation; P34949; purified human PMI, coupled resazurin fluorescence, 20 min; stronger effect = higher value; 1 = vehicle control, 0 substrate-free wells; activation factor at 20 µM; 190,000 compounds, 0.005% hits; AID 1214;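 active = activation factor of 2 or more at 20 µM, relative to plate controls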
S1P3 antagonist: antagonists of human S1P3 receptor; Q99500; CHO S1P3 NFAT-BLA reporter, FRET fluorescence, antagonist mode; inhibition, % at 4.98 µM; 170,000 compounds, 0.27% hits; AID 485;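 active = inhibition above the plate cutoff, the mean inhibition of test wells on that plate plus 3 SD, cut at about 28% in these data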;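 note: cells challenged with S1P at its EC80 of 0.8 µM; blue over green emission ratio from cleaved BLA substrate after 4 h stimulation; 0% = S1P-stimulated wells and 100% = unstimulated DMSO-only wells; some compounds past the cut are filed as inactive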
Target sequence (Q99500 whole entry, looked up): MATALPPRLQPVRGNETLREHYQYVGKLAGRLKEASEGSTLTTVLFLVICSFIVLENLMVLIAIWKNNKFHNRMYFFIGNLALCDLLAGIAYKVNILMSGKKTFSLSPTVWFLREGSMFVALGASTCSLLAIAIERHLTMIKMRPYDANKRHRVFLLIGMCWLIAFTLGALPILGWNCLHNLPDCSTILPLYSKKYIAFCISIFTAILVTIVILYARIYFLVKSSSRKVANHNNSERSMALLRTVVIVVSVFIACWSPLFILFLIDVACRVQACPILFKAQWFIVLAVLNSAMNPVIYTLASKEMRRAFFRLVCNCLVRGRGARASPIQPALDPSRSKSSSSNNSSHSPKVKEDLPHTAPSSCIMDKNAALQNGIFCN
Hsp70 activator: transcriptional activators of Hsp70 | HeLa Hsp70 promoter luciferase reporter, luminescence; scaled: vehicle 0, proteasome-inhibitor control 100% | activation, % at 10 µM | 200,000 compounds, 0.04% hits | AID 1203;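 active = activation above the mean across all tested compounds plus 3 SD, cutoff set per campaign, cut at about 5.5% in these data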;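 note: 100% = MG132 at 30 µM as the positive control and 0% = DMSO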
* = called active by the depositor; . = not tested or not shown. Cut-off read from the data, not from the text of the source, unless noted: active = inhibition above about 50%; inactive = the rest.

SMILES | Diaphorase inh | TLR4-MyD88 BLA | RAM inhibit | Redox H2O2 prof | Lmaj promast | G6PDH CS | Diaph act CS | PMI act satM6P | PMI activator | S1P3 antagonist | Hsp70 activator
CCOC(=O)C1C(c2ccc(O)c(O)c2)NC(=S)NC1(O)C(F)(F)F (stereo not drawn) | 46 | -3 | -1.3 | 2.8 | -3 | 36 | 0.5 | 0.8 | 0.4 | 7 | -0.2
C=CCn1c(CCNC(=O)c2cccs2)nnc1SCC(=O)Nc1cccc(C(C)=O)c1 | 6 | 10 | 0.9 | 0.3 | -4 | 0 | 0.9 | 1 | 1 | -8 | -0.1
Cc1c(NC2(C#N)CCCCC2)c(=O)n(-c2ccccc2)n1C | 30 | 1 | 2.9 | 12 | -4 | 6 | 0.7 | 0.9 | 0.9 | 2 | -0.3
CN(C)c1nc(NC(C)(C)C)nc(SCC(=O)Nc2ccccc2)n1 | 5 | 4 | 2.4 | 6.2 | 22 | 1 | 1 | 1.1 | 1.1 | -3 | -0.3
CCCCNC(=S)N/N=C1\C(=O)c2cccc3cccc1c23 | 21 | 13 | 9.1* | 0.2 | 3 | 4 | 0.8 | 1 | 0.9 | . | -0.1
Clc1ccc(-c2cc(COc3ccccc3)on2)cc1 | -2 | -3 | 4.2 | -0.9 | 2 | 9 | 1 | 1 | 1.1 | -1 | -0.2
Cc1cccc(N2CCN(C(=S)Nc3ccc4nc5n(c(=O)c4c3)CCCCC5)CC2)c1C | -24 | 6 | 5.0 | -0.4 | 20 | 0 | 1.2 | 1 | 1 | 5 | 0.0
O=C1CC(c2ccccc2)n2nc(N3C(=O)CCC3=O)nc2N1 (stereo not drawn) | 3 | -18 | 1.6 | -0.7 | -5 | 3 | 1 | 1 | 1.1 | . | -0.3
COCCOC(=O)c1c(NC(=O)CN2CCCc3ccccc32)sc(C(N)=O)c1C | 37 | -12 | 11* | 0.0 | 22 | -27 | 0.6 | 0.9 | 0.8 | 6 | -0.3
O=C(O)C1CC(O)CN1C(=O)c1ccco1 (stereo not drawn) | 15 | -1 | 0.7 | 1.1 | -5 | -11 | 0.9 | 0.9 | 1 | . | 0.0
CCOc1ccc(NC(=S)N(CC)Cc2ccccc2)cc1 | 5 | 4 | 0.4 | -0.5 | -2 | 0 | 1 | 1 | 1 | 0 | -0.1
CCO/C=C1\N=C(c2ccc(F)cc2)OC1=O | -2 | 2 | 0.6 | 0.3 | -9 | 15 | 1 | 1.3 | 1.3 | 6 | -0.4
O=C1CCCC/C1=C/Nc1ccc2c(c1)OCO2 | 37 | -5 | 2.4 | -0.1 | -1 | 7 | 0.6 | 0.6 | 1.1 | -18 | 0.2
Cc1ccc(NNC2CC(=O)N(c3cccc(Cl)c3)C2=O)cc1 (stereo not drawn) | 7 | -8 | 3.0 | -0.7 | -4 | -7 | 0.9 | 2.6* | 1.7 | 5 | -0.1
Cn1c(=O)nc2n(Cc3ccccc3)c3cccc(Cl)c3cc-2c1=O | 18 | -9 | 1.0 | -0.2 | 4 | -10 | 0.8 | 1.1 | 1.2 | -20 | -0.3
Cc1cccnc1NC(=O)C12CCC(C)(C(=O)O1)C2(C)C (stereo not drawn) | 1 | 14 | 0.1 | 1.7 | -3 | 1 | 1 | 1 | 1 | . | 0.0
Fc1ccccc1CSc1nnc(-c2cccnc2)o1 | 5 | -2 | 1.8 | -0.6 | -6 | 0 | 1 | 1 | 1 | -7 | 0.2
Cc1c(NC(=O)CN2C(=O)NC(CCc3ccccc3)C2=O)c(=O)n(-c2ccccc2)n1C (stereo not drawn) | 16 | 2 | 1.9 | -2.4 | -1 | 2 | 0.8 | 1 | 1 | -15 | -0.3
CCCCCC(=O)c1ccc(O)cc1O | 12 | -9 | -0.9 | -1.0 | -3 | 4 | 0.9 | 0.9 | 0.9 | -1 | 0.2
Fc1ccc(C2CC(c3cccs3)=NN2c2ccccc2)cc1 (stereo not drawn) | 8 | -1 | 12* | -0.1 | 16 | 0 | 0.9 | 1.5 | 1.5 | -18 | -0.4
Cc1cccc(N2CCN(C(=O)c3c(C)nn(Cc4ccccc4Cl)c3C)CC2)c1C | 9 | 0 | 1.8 | 1.1 | 38 | 3 | 0.9 | 1 | 0.9 | . | 0.3
O=S(=O)(Nc1cccc(Oc2cnccn2)c1)c1ccc(F)cc1 | 18 | -6 | -0.1 | -0.2 | -6 | 11 | 0.8 | 0.8 | 0.9 | -12 | -0.1
Sc1oc(-c2ccccc2)cc1C=Nc1ccccc1 | 9 | -3 | 4.3 | -0.2 | -11 | 9 | 0.9 | 1 | 1 | . | -0.1
O=C(CN(CCc1ccccc1)S(=O)(=O)c1ccc(Cl)cc1)N/N=C/c1ccccc1C(=O)O | 16 | -10 | 2.8 | -1.6 | -2 | -2 | 0.8 | 0.9 | 1 | -5 | -0.2
COc1ccc(-c2nn(-c3ccccc3)cc2/C=N/NC(N)=S)cc1OC | 36 | -6 | 4.7 | . | 80* | -2 | 0.6 | 1.1 | 1 | -5 | -0.3
CC1C(c2ccccc2)=[N+]([O-])C2(CCCCC2)N1O (stereo not drawn) | 7 | 3 | -0.4 | -0.2 | -5 | -2 | 0.9 | 1.1 | 1.1 | . | -0.2
Cc1nn(-c2ccccc2)c2sc(C(=O)C(C#N)c3ccccn3)cc12 (stereo not drawn) | 28 | . | . | . | . | 1 | 0.7 | 0.9 | 0.9 | -4 | .
O=C(COC(=O)c1cccs1)NC12CC3CC(CC(C3)C1)C2 | -15 | 11 | 0.1 | -1.9 | -14 | 11 | 1.2 | 1.2 | 1.3 | 0 | -0.2
COc1cc(CCC(=O)Nc2cc(C)cc(C)c2)cc(OC)c1OC | -19 | 2 | 1.8 | 0.2 | -4 | -6 | 1.2 | 1.1 | 1.1 | -9 | 0.2
COc1ccc2oc(C(=O)OCC(=O)c3ccc4c(c3)OCCO4)c(C)c2c1 | 2 | -3 | 1.3 | -3.7 | -2 | 2 | 1 | 1 | 1 | 0 | -0.3
NS(=O)(=O)c1ccc(NC(=O)Cn2ncc3c2-c2ccccc2OC3)cc1 | 16 | -7 | 6.3 | -0.5 | -1 | 7 | 0.8 | 1 | 1 | . | -0.3
CCOC(=O)/C=C/C(=O)NNC(=O)c1ccccc1Cl | -1 | 4 | -1.0 | -0.6 | -11 | 27 | 1 | 1.1 | 1.1 | -3 | 0.4
COc1ccc(COC(=O)N/N=C(\C)CC(=O)NCc2ccc(Cl)cc2)cc1 | 20 | -4 | 1.5 | -0.1 | 1 | 6 | 0.8 | 0.9 | 0.9 | -5 | 0.0
O=C(COC(=O)/C=C/c1ccccc1[N+](=O)[O-])Nc1ccc(OC(F)F)cc1 | 8 | -14 | 3.3 | -0.1 | -3 | 11 | 0.9 | 1 | 0.9 | 6 | 0.2
COc1cc(NC(=O)C2CC(=O)NC3=C2C(=O)CCC3)c(OC)cc1Cl (stereo not drawn) | 7 | 10 | -0.4 | 2.4 | -1 | 6 | 0.9 | 1 | 1 | . | -0.5
CCOc1ccccc1-c1nc2c([nH]1)c(=O)n(C)c(=O)n2C | 12 | -18 | 1.8 | -4.1 | 21 | 0 | 0.9 | 0.9 | 1 | -4 | -0.1

Four entries already listed, arranged by the number in Hsp70 activator, highest first.
SMILES	Hsp70 activator
O=C1CCCC/C1=C/Nc1ccc2c(c1)OCO2	0.2
O=C(CN(CCc1ccccc1)S(=O)(=O)c1ccc(Cl)cc1)N/N=C/c1ccccc1C(=O)O	-0.2
COc1ccc(-c2nn(-c3ccccc3)cc2/C=N/NC(N)=S)cc1OC	-0.3
Fc1ccc(C2CC(c3cccs3)=NN2c2ccccc2)cc1 (stereo not drawn)	-0.4

The main list resumes, starting 2 compounds before the break.
SMILES | Diaphorase inh | TLR4-MyD88 BLA | RAM inhibit | Redox H2O2 prof | Lmaj promast | G6PDH CS | Diaph act CS | PMI act satM6P | PMI activator | S1P3 antagonist | Hsp70 activator
COc1cc(NC(=O)C2CC(=O)NC3=C2C(=O)CCC3)c(OC)cc1Cl (stereo not drawn) | 7 | 10 | -0.4 | 2.4 | -1 | 6 | 0.9 | 1 | 1 | . | -0.5
CCOc1ccccc1-c1nc2c([nH]1)c(=O)n(C)c(=O)n2C | 12 | -18 | 1.8 | -4.1 | 21 | 0 | 0.9 | 0.9 | 1 | -4 | -0.1
Cc1ccc(NC(=O)c2cc(N(C)C)ccc2[P+](=O)O)cc1 | 11 | 6 | 0.6 | -3.6 | 0 | -2 | 0.9 | 1 | 1 | . | 0.1
COc1cc(NC(=O)C2CC(c3cccc(OC)c3OC)=NO2)cc(OC)c1OC (stereo not drawn) | 11 | 12 | -1.4 | 1.4 | -6 | -9 | 0.9 | 1 | 1 | -2 | -0.5
Cn1c(N)c(C(=O)COC(=O)c2cncc(Br)c2)c(=O)n(C)c1=O | -11 | -8 | -0.1 | -0.6 | -3 | -3 | 1.1 | 1.2 | 1.4 | 7 | -0.4
Cc1ccc(S(=O)(=O)N2CCN(CC(=O)N/N=C/c3ccco3)CC2)cc1 | 10 | 9 | -0.4 | -0.1 | -1 | 5 | 0.9 | 1 | 0.9 | -13 | -0.4
COCCCN(C(=S)Nc1c(C)cc(C)cc1C)C(C)c1ccccn1 (stereo not drawn) | 11 | 6 | 0.4 | -0.8 | 52* | -1 | 0.9 | 0.9 | 1 | 0 | -0.3
O=C(NC1CC1)C1CCN(C2CCN(C(=O)/C=C/c3cccs3)CC2)CC1 | -6 | -16 | -0.4 | 0.0 | 87* | 3 | 1.1 | 1 | 1 | -15 | 0.1
CCCCN(CC)CCCNC(=O)c1cc2cc3ccc(OC)cc3nc2o1 | 5 | 6 | -0.5 | 2.5 | 96* | 11 | 1 | 1 | 1 | -49 | -0.5
Cc1ccc(C)c(OCC(=O)NCCN(C)C)c1 | 13 | 2 | 0.3 | 0.0 | -3 | 5 | 0.9 | 1 | 1 | . | -0.4
O=C(NN=C1C2CC3CC1CC(Cl)(C3)C2)c1cccs1 | 5 | -13 | 0.5 | -2.2 | -2 | -4 | 0.9 | 1 | 1 | 2 | 0.0
Cn1c(Cl)c(/C=N/OC(=O)c2ccc(Cl)cc2)c2ccccc21 | 12 | -5 | 3.3 | -2.6 | -5 | -21 | 0.9 | 1 | 0.9 | . | -0.1

The order is random. Share with any hit: about 12%.
